Assay outcomes from PubChem BioAssay.
aSyn tox rescue – alpha-synuclein toxicity suppression in yeast; S. cerevisiae alpha-synuclein toxicity rescue, BacTiter-Glo growth, 24 h; Potency, µM (top dose mostly 46.1 µM), for inactives: at the highest dose growth rescue (activation), hits mostly activators; 0.02% of 94,000 active; AID 1347070; active = well fitted activation curve with a large enough effect; inconclusive = small, poorly fitted or top-dose-only effect; note: 0% is about no effect
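Growth restoration measured by BacTiter-Glo luminescence after 24 hr at 30 deg C; alpha-synuclein yeast, raffinose-pregrown to mid-log, were added at OD600=0.02 in galactose medium onto pinned compounds.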
* hit, by the source's call; ? = inconclusive; [ ] = remark or other dose. Potency is the fitted concentration of half-maximal effect.

SMILES	aSyn tox rescue
CC(=O)C1C(c2ccc(Br)cc2)c2c(noc2C)CC1(C)O (stereo not given)	-1.4%
Cc1cccc(-n2cc(-c3ccccc3)c3c(N4CCC(C)CC4)ncnc32)c1	8.6%
CC1(CCc2ccccc2)NC(=O)N(CC(=O)Nc2ccc(S(N)(=O)=O)cc2)C1=O (stereo not given)	1.7%
COc1ccc(CNc2ncnc3c2cnn3-c2ccc(Cl)cc2)cc1	-2.8%
CNC(=O)C1CCN(C(=O)N2CC(C)Oc3ccc(Cl)cc32)CC1 (stereo not given)	6.5%
Cc1nnc(SCCn2c(N(C)Cc3ccccc3)nc3c2c(=O)[nH]c(=O)n3C)s1	-11.1%
O=C(c1cn(-c2ccccc2)nc1-c1cccc(Br)c1)N1CCOCC1	6.4%
O=[N+]([O-])c1cc(S(=O)(=O)NC2=NCCCCC2)ccc1Cl	2.5%
Cc1ccc(CCNC(=O)c2ccc3c(c2)N(Cc2cc(C)ccc2C)C(=O)c2ccccc2S3=O)cc1 (stereo not given)	-15.9%
CCc1nc2nc(C)cc(Nc3cc(Cl)ccc3OC)n2n1	-6.2%
C[C@H](CO)N1C[C@H](C)[C@@H](CN(C)Cc2cccc(F)c2)Oc2cc(-c3cccc(C#N)c3)ccc2S1(=O)=O	6.2%
COc1ccc(-c2[nH]c3ccccc3c2SCCNC(=O)c2ccc(S(=O)(=O)N(C)C)cc2)cc1	8.0%
Cc1ccc2nc(NC(=O)CSc3ncc(C(=O)Nc4ccc(F)cc4)c(=O)n3C)sc2c1	3.2%
Cc1cccc2c3nc4ccccc4nc3n(CCCN3C(=O)c4ccccc4C3=O)c12	-7.4%
COCCCNC(=O)c1c(NC(=O)c2cc(=O)c3cc(C)c(C)cc3o2)sc2c1CCCC2	-6.4%
O=C(O)CCCCCNC(=O)CSc1nnc(-c2ccco2)n1-c1ccccc1	2.8%
CCc1ccc(CNC(=O)c2ccc(NC(=O)N3CCSc4ncccc43)cc2)cc1	2.6%
Cc1ccc(NC(=O)CN2C(=O)c3ccccc3Sc3ccc(C(=O)N4CCCC4)cc32)cc1	11.7%
COc1ccc(S(=O)(=O)NCC(c2ccco2)N2CCOCC2)cc1C (stereo not given)	-7.3%
COC(=O)c1ccc(Cn2c(=O)cc(C)c3c(C)nn(C)c32)cc1	7.4%
S=c1[nH]cc2cnccn12	-10.7%
COC(=O)CC1=NN(c2ccc(OC)cc2)C(=O)/C1=C\c1ccc(Cl)cc1	?
Cc1cccc(CCNC(=O)c2ccc3c(c2)nc2n3CCC(C)C2)c1 (stereo not given)	-2.0%
COC(=O)c1ccccc1NC(=O)CSc1nc2ccsc2c(=O)n1CCC(C)C	0.8%
CCCCCC(=O)Nc1ccc(C(=O)COC(=O)c2ccccn2)cc1	-0.2%

Following part:
SMILES	aSyn tox rescue
CCOc1ccc(N2CC(c3nc4ccccc4n3CCCOc3ccccc3OC)CC2=O)cc1 (stereo not given)	4.7%
CC1=C(C(=O)NCc2cccc(F)c2)C2(CCCCCC2)OC1=O	-0.5%
Cc1cc(C)n2cnnc2n1	-5.1%
CCOc1ccc(OCC)c(NC(=O)CC(C)n2nc(C)cc2C)c1 (stereo not given)	1.8%
Cc1ccccc1-c1noc(CSc2nc(-c3ccc(F)cc3)cc(=O)[nH]2)n1	-8.1%
CCc1ccc(NC(=O)c2cnn(-c3ccccc3)c2-n2cccc2)cc1	-46.6%[inhibitor]
Cc1oc2c(cc(NS(=O)(=O)c3ccc(Br)cc3)c3ccccc32)c1C(=O)OCc1ccccc1	1.4%
CC(=O)Nc1cccc(NC(=O)CSc2ncc(C(=O)Nc3ccc(F)cc3)c(=O)n2C)c1	2.2%
Nc1nn(-c2ccccc2)nc1C(=O)OCc1ccc(Cl)cc1	-1.3%
CSc1nc(O)cc(=O)n1-c1ccc(F)cc1	-4.5%
Brc1cccc(OCCSc2ncccn2)c1	-6.0%
O=C(COc1ccccc1)Nc1ccc2nc(SCCOc3ccccc3)sc2c1	-1.8%
COC(=O)c1ccccc1NC(=O)c1cc2ccccn2n1	-7.8%
CCOC(=O)c1ccc(NS(=O)(=O)c2ccc3c(c2)CCN3C(=O)CC)cc1	1.1%
Cc1cc(C)cc(NC(=O)NCC2CCN(Cc3cc(C)ccc3C)CC2)c1	1.5%
C[C@@H]1CN([C@H](C)CO)C(=O)CCCn2cc(nn2)CO[C@H]1CN(C)C(=O)Nc1ccccc1	-2.0%
Cc1ccccc1-c1nn(-c2ccc(F)cc2F)cc1CNC1CC1	2.0%
COc1ccc(C(=O)CC2(O)C(=O)N(Cc3ccccc3)c3ccc(Br)cc32)cc1 (stereo not given)	5.1%
CC1(CCl)N([O-])C2=C(CCCC2)[N+]1=O (stereo not given)	0.4%
CCCCCC1CC(CC(=O)NC(=S)Nc2ccccc2Cl)C(=O)O1 (stereo not given)	3.4%
Cc1cc(C(C2C(=O)CC(C)(C)CC2=O)C2C(=O)CC(C)(C)CC2=O)cc(C)c1OC(F)F	3.3%
Cc1cc(C)cc(NS(=O)(=O)c2ccc3c(c2)NC(=O)C(C)S3)c1 (stereo not given)	-0.2%
Cc1cc(=O)n(Cc2c(F)cccc2Cl)c2c1c(C)nn2C	3.1%
CCOc1ccccc1CNC(=O)c1ccc(-n2c(C)cc3c2CCC(C)C3)cc1 (stereo not given)	-3.0%
COc1ccc(CN2CCN(Cc3c[nH]c4ccccc34)CC2)cc1OC	2.5%

(listing goes on)
SMILES	aSyn tox rescue
CN(C(=O)COC(=O)CSc1ccc([N+](=O)[O-])cc1)C1CCS(=O)(=O)C1 (stereo not given)	4.1%
Cc1cccc(Nc2nn3c(=O)c4cc5c(cc4nc3s2)OCO5)c1	2.3%
COc1ccc2nc(N(Cc3cccnc3)C(=O)c3ccc(Cl)cc3)sc2c1	?
Cc1cccc(Nc2nc(NCc3ccco3)nc(N)c2[N+](=O)[O-])c1	1.7%
CC(C)Oc1ccc(C(=O)Nc2nonc2-c2ccc(OC(C)C)cc2)cc1	-4.3%
O=C1NC(=O)C(=C2CCOC2=O)N1	-2.5%
COc1ccc(C(=O)c2cn(Cc3ccccc3F)c3cc4c(cc3c2=O)OCCO4)cc1OC	-0.7%
Cc1ccc(S(=O)(=O)N2CCOCC2)cc1C(=O)OC(C)C(=O)c1ccccc1 (stereo not given)	3.1%
CCOc1ccc(NC(=O)COC(=O)C2(C)CC2(Cl)Cl)c([N+](=O)[O-])c1 (stereo not given)	2.7%
Nc1c(C(=O)CCC(=O)O)oc2ccc(Cl)cc12	-1.6%
Cc1ccccc1Cn1c(CN2CCC(C(=O)NCCN(C)C)CC2)cc2ccccc21	-2.4%
O=C(COC(=O)C1CC2CCCC(C1)C2=O)NNC(=O)c1ccccc1F (stereo not given)	1.5%
CC(=O)NCCC(=O)Nc1nc(-c2cccs2)c(-c2cccs2)s1	-0.2%
Cc1ccc2c(c1)C(c1ccccc1)N(C(=O)c1ccccc1F)CC(=O)N2 (stereo not given)	1.7%
Cc1ccc(C)c2[nH]c(=O)c(CN(CC3CCCO3)C(=S)NCc3ccco3)cc12 (stereo not given)	9.0%
Cc1ccc(S(=O)(=O)c2cn(Cc3cccc(C)c3)c3cc4c(cc3c2=O)OCO4)cc1	-5.2%
COc1ccc(NS(=O)(=O)c2ccc(NC(=O)c3ccccc3)cc2)nn1	-20.3%
Cc1nc(S(=O)(=O)N2CCN(c3cccc(Cl)c3)CC2)cn1C	-6.7%
CCOC(=O)c1c(C)n(-c2ccc(OC)cc2)c2ccc(OC(=O)COc3ccccc3)cc12	-1.3%
CC(=O)c1cc(-c2ccc(F)cc2)n(CC(=O)NC(C)c2ccccc2)c1C (stereo not given)	-4.0%
COc1cc(Cl)c(NS(=O)(=O)c2ccc3[nH]c(=O)ccc3c2)c(OC)c1	-2.2%
COc1ccc(CCNC(=O)c2ccc3c(c2)N(Cc2cc(C)ccc2C)C(=O)c2ccccc2S3=O)cc1OC (stereo not given)	-2.1%
Cc1ccc(-c2nc3ccccn3c2Nc2ccc3c(c2)OCO3)o1	-27.3%
C(=C\c1ccccc1)/CSc1nc2ncccc2[nH]1	3.0%
C#CCN(C[C@H]1[C@H](OC(=O)NCc2ccccc2)[C@H](OC(=O)NCc2ccccc2)C[C@@H](C(=O)OC)[C@H]1C(=O)OC)S(=O)(=O)c1ccc(C)cc1	12.5%

Of the compounds above, 2 contain a COOH group.
SMILES	aSyn tox rescue
O=C(O)CCCCCNC(=O)CSc1nnc(-c2ccco2)n1-c1ccccc1	2.8%
Nc1c(C(=O)CCC(=O)O)oc2ccc(Cl)cc12	-1.6%

3 entries from above, in markdown.
| Compound | aSyn tox rescue |
| --- | --- |
| Cc1cc(=O)n(Cc2c(F)cccc2Cl)c2c1c(C)nn2C | 3.1% |
| Cc1ccc(CCNC(=O)c2ccc3c(c2)N(Cc2cc(C)ccc2C)C(=O)c2ccccc2S3=O)cc1 (stereo not given) | -15.9% |
| Cc1ccc2nc(NC(=O)CSc3ncc(C(=O)Nc4ccc(F)cc4)c(=O)n3C)sc2c1 | 3.2% |

Next section
SMILES	aSyn tox rescue
Cc1ccc(C)c(Cn2c(=O)n(CC3CCC(C(=O)N4CCOCC4)CC3)c(=O)c3sccc32)c1 (stereo not given)	4.9%
CCN(CC)S(=O)(=O)c1ccc2c(c1)nc(CCC(=O)OCC(=O)Nc1cc(Cl)cc(Cl)c1)n2C	5.4%
N#Cc1ccc(Oc2ccc(C(F)(F)F)cc2NC(=O)c2ccc(F)cc2)cc1	0.4%
O=C(Nc1ccc(F)cc1)c1ccc(-n2cnnc2)cc1	-13.0%
CCOCCCNCc1cc(Cl)ccc1OCC	-4.9%
Cc1ccc(NS(=O)(=O)c2ccc(-c3coc(C)n3)cc2)c(Cl)c1	1.9%
CCOc1ccc(C(=O)N(Cc2cc(OC)c(OC)c(OC)c2)c2ccccn2)cc1	-15.3%
CC(C)(C)OC(=O)N1CCC(c2c(C(=O)N3CCN(c4ncccn4)CC3)cnn2-c2ccc(F)cc2)CC1	-4.6%
COC(=O)c1ccc(NC(=O)Cn2cnc3c2c(=O)n(C)c(=O)n3C)cc1	3.1%
CN1CCCN(C(=O)CC2(CC(=O)O)CCCCC2)CC1	-45.9%[inhibitor]
COc1ccc(CN(C)S(=O)(=O)c2nnc(NC(=O)C(C)C)s2)cc1OC	-0.9%
COc1ccccc1-n1cc(C(=O)NCC(=O)N2CCN(c3ccccn3)CC2)c2ccccc2c1=O	0.3%
COc1ccc(OC)c(CCNC(=O)c2csc3c2CCCCC3)c1	12.0%
O=C(NCc1ccc2c(c1)CCN2C(=O)c1ccccc1)Nc1cccc(C(F)(F)F)c1	-8.8%
Cc1ccccc1NC(=O)CN1CCN(c2ccc(F)cc2)CC1	-8.3%
CC1Cc2ccccc2N1C(=O)CSc1nnc(-c2ccccc2Cl)o1 (stereo not given)	-0.8%
CCC(C)n1c(SCC(=O)NC2CC2)nc2ccccc2c1=O (stereo not given)	-11.0%
CSc1ccc(CC2C(=O)Nc3ccccc32)cc1 (stereo not given)	-9.7%
Cc1ccc(-c2nn3c(=O)cc(CN4CCN(C(=O)Nc5cc(Cl)ccc5C)CC4)nc3s2)cc1	-1.0%
CCOc1ccc(Nc2nc3ccccc3n3c(CC)nnc23)cc1	29.1%
CCCSc1nc2c([nH]c3ccccc32)c(=O)n1C	-3.8%
CCOc1ccc(-n2c(=O)c3c4c(sc3n(CC(=O)NC(C)CC)c2=O)CCCCC4)cc1 (stereo not given)	4.3%
CCS(=O)(=O)N1CCc2cc(C(=O)N3CCN(c4ccccc4)CC3)ccc21	-0.6%
COc1ccc(CC(=O)Nc2nc(-c3ccc(F)c(F)c3)cs2)cc1OC	5.2%
CCOC(=O)c1cnc2ccc(C(=O)OC)cc2c1Nc1cccc(C(=O)O)c1	-1.9%

Grouped by structure: the compounds so far containing a CF3 group (2)
SMILES	aSyn tox rescue
N#Cc1ccc(Oc2ccc(C(F)(F)F)cc2NC(=O)c2ccc(F)cc2)cc1	0.4%
O=C(NCc1ccc2c(c1)CCN2C(=O)c1ccccc1)Nc1cccc(C(F)(F)F)c1	-8.8%

(next part)
SMILES	aSyn tox rescue
COc1ccc(NC(=O)c2cnc[nH]2)cc1	-1.6%
CN(C(=O)CN1C(=O)CCSc2ccc(S(=O)(=O)N3CCCC3)cc21)c1ccccc1	0.4%
O=C(c1ccc(S(=O)(=O)Nc2ccc(F)cc2)cc1)N1CCN(c2ccccn2)CC1	-15.5%
CC(C)C(C(=O)NC1CCCC1)N(Cc1ccco1)C(=O)CNS(=O)(=O)c1ccccc1 (stereo not given)	1.8%
CCN(CC(=O)Nc1ccccc1C(F)(F)F)C(=O)C1CSC2(C)CCC(=O)N12 (stereo not given)	-8.0%
COc1ccc(N2CCN(C(CNC(=O)C(=O)NCc3ccc(C)cc3)c3cccnc3)CC2)cc1 (stereo not given)	-0.3%
Cc1cccc(NC(=O)c2cc(-c3ccc4c(c3)OCCO4)on2)c1	-27.8%
COc1cccc(/C=C/C(=O)N2CCN(S(=O)(=O)c3ccccc3)CC2)c1	10.4%
Cc1cc(N2CCN(C)CC2)nc2ccc(NC(=S)N3CCN(c4ccc(Cl)cc4)CC3)cc12	-3.6%
COCCCNC(=O)c1sc2nc(C)c(C(=O)Nc3ccc(C)cc3C)c(-c3ccc(Cl)cc3)c2c1N	12.1%
COc1cccc(/C=N/Nc2nc(C)cc(=O)[nH]2)c1OC	-7.4%
COc1ccc(C2=NS(=O)(=O)N(C)C(C(=O)Nc3ccc(OC)c(OC)c3)=C2)cc1	6.6%
CCc1cccc(CC)c1NC(=S)NCc1ccc2[nH]c(C)cc2c1	-3.1%

Taken from above:
Value of Cc1cc(N2CCN(C)CC2)nc2ccc(NC(=S)N3CCN(c4ccc(Cl)cc4)CC3)cc12 in aSyn tox rescue: -3.6%
Value of COc1ccc(C2=NS(=O)(=O)N(C)C(C(=O)Nc3ccc(OC)c(OC)c3)=C2)cc1 in aSyn tox rescue: 6.6%

An excerpt, so the mix of outcomes need not match the whole.
